GRP78 ERSR act – ER stress response induction in glioma; AID 602332; U87-MG GRP78 promoter luciferase reporter, 16 h; Potency, µM, inactives show at the highest dose activation, actives largely listed as activators; 420,000 tested, 0.02% active; further: potency means the concentration at half of the fitted maximal effect; series mostly up to about 76 µM; % of control where 0% means no effect; nearly all actives have a fitted effect of over 35% in size
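Stably transfected U87-MG glioma cells carrying a GRP78-based luciferase sensor; 16 h compound incubation. Luminescence end-point read 10 min after Bright-Glo addition at room temperature.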
Vif-APOBEC3F blk – Vif-A3F binding inhibition; HeLa A3F-eYFP + Vif (tagged APOBEC3F with the HIV-1 protein that degrades it), YFP fluorescence increase; Potency, µM (doses to about 46.1 µM), without a hit: at the top dose activity, negative = active; 390,000 tested, 0.2% active; AID 602313; further: potency means the concentration at half of the fitted maximal effect; % of control where 0% means no effect; nearly all actives have a fitted effect of over 65% in size
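HeLa cells stably expressing A3F-eYFP plus Vif, plated and incubated overnight at 37 deg C, then exposed to compounds overnight at 37 deg C. Blocked degradation read as raised yellow fluorescence (Ex 488/Em 500-530).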
D2 potentiator – D2 dopamine receptor (human) potentiation; HEK293 T-REx D2, calcium flux, EC20 dopamine potentiation; potentiation, % at 10 µM; 340,000 tested, 0.34% active;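 active means potentiation over 3 SD above the plate norm, cut at about 30% in these data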; further: 0% is about no effect
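Potentiation of an EC20 dopamine calcium response measured kinetically over 180 s, after a preceding 180 s compound-only read flagging agonists. Cells: inducible Hek293 Trex D2 line, 4000/well, cultured overnight at 30 C before dye loading.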
Vif-A3G inh – inhibitors of Vif-APOBEC3G interaction | HeLa A3G-eYFP + Vif (tagged APOBEC3G with the HIV-1 protein that degrades it), YFP fluorescence, overnight | 410,000 tested, 0.076% active | Potency, µM (doses to about 46.1 µM), without a hit: at the top dose activity, negative = active, usual class: inhibitors | Q9HC16;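 further: potency means the concentration at half of the fitted maximal effect; on the % scale 0 is the no-effect control and ±100 the full control effect; nearly all actives have a fitted effect of over 60% in size; hits raise eYFP signal because A3G escapes Vif-driven loss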
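Read-out is eYFP fluorescence (Ex 488/Em 500-530) from Vif-expressing HeLa A3G-eYFP cells; more signal means A3G escaped Vif-mediated degradation. Cells plated overnight, compound pinned in, incubated overnight at 37 deg C.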
D1 ag – activates the human D1 dopamine receptor | P21728 | HEK293 T-REx D1 cells, calcium flux, agonist mode | activation, % at 2 µM | 360,000 tested, 1% active; in the data active means activation above about 30%; further: 0% is about no effect
Target sequence (P21728 whole entry, looked up): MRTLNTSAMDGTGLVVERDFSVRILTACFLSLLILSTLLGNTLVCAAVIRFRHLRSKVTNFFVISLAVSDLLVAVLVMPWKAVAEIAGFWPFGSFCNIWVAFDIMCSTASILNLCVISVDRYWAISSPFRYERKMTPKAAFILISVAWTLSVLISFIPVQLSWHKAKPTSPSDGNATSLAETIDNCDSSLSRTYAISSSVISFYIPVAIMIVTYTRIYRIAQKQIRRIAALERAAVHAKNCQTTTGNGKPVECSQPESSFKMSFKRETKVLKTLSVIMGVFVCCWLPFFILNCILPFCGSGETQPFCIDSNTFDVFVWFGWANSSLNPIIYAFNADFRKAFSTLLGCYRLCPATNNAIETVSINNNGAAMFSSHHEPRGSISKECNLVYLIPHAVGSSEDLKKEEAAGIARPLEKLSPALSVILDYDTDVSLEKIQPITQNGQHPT
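Inducible HEK293 T-REx D1 cells, force-coupled to calcium signalling, were plated at 4000 cells/well with tetracycline and held overnight at 30 C. After no-wash calcium dye loading, compound-evoked calcium rise over 180 s flagged agonists.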
D1 antag – antagonists of human D1 dopamine receptor. AID 504652. activity change, negative = inhibition, % at 10 µM. 360,000 tested, 3.2% active. HEK293 TREx D1 cells, calcium flux, dopamine EC80; active compounds read low; in the data active means activity change below about -30%; further: on the % scale 0 is the no-effect control and ±100 the full control effect
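Kinetic fluorescence of a calcium dye serves as the read-out. D1-expressing Hek293 Trex cells, induced overnight at 30 C, are exposed to compound for 180 s before an EC80 dopamine addition, then read 180 s further.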
RXFP1 ag – agonists of human relaxin receptor RXFP1; HEK293T-RXFP1 cAMP TR-FRET, 30 min; response scale: percent of porcine relaxin response, buffer zero; Potency, µM (doses to about 57.5 µM), for the others: top-dose activation, hits mostly activators; 370,000 tested, 0.3% active; AID 2676; further: potency means the concentration at half of the fitted maximal effect; on the % scale 0 is the no-effect control and ±100 the full control effect; nearly all actives have a fitted effect of over 60% in size; many of its hits are not listed in these tables
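HEK293 cells stably expressing RXFP1, treated 30 min at 37C with compounds plus PDE4 inhibitor Ro 20174; cAMP measured by HTRF TR-FRET. Normalized to buffer and 29 nM porcine relaxin; EC50 by Hill fit.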
LDHA block – LDHA (human) enzyme inhibition; purified LDHA, NADH/diaphorase-resazurin fluorescence; active compounds read low; activity change, % (values are at about 110 or 230 µM); 480,000 tested, 0.15% active; AID 1347041; in the data active means activity change below about -30%;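 further: plate controls were DMSO wells for no effect and wells without enzyme for full effect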
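Enzyme activity of human lactate dehydrogenase 5 (2 nM; 0.06 mM NADH, 0.2 mM pyruvate, 5 min, RT) is measured via a resazurin/diaphorase fluorescence readout of residual NADH.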
D1 PAM – human D1 dopamine receptor positive modulation. P21728. potentiation, % at 10 µM. HEK293 TREx D1 cells, calcium flux, dopamine EC20 potentiation. AID 504651. 360,000 tested, 0.036% active; in the data active means potentiation above about 30%; further: 0% is about no effect
Starred values were filed as active, the others as inactive; · = not tested or not shown. Unless noted, the call rests on the fitted dose curve; in most records, active means well fitted curve in the direction sought with a large enough effect; inconclusive means small, poorly fitted or top-dose-only effect, or another doubt; inactive means no such curve, though single readings can be large; an effect the other way counts as inactive or inconclusive. Only part of the results is shown. The share of hits here may be higher or lower than overall.

Sample of the layout, 3 compounds:
SMILES	GRP78 ERSR act	Vif-APOBEC3F blk	D2 potentiator	Vif-A3G inh	D1 ag	D1 antag	RXFP1 ag	LDHA block	D1 PAM
Cc1cc(OCC(=O)NCC(c2ccc(F)cc2)N2CCOCC2)ccc1Cl (stereo not given)	-1.5%	-6.5%	-5.1	-5.3%	7.8	5.0	-0.8%	-1.2	0.3
CCN(CC)S(=O)(=O)c1ccc2c3c(cccc13)C(=O)N2	-3.2%	-1.0%	-1.9	1.7%	2.1	-8.2	3.6%	-8.1	2.6
Cc1ccnc(NS(=O)(=O)c2cc(-c3cc(C)no3)ccc2C)c1	-0.8%	-0.6%	-0.4	-0.9%	0.5	15.9	2.1%	-11.9	-4.7

The list itself (from the top)
SMILES	GRP78 ERSR act	Vif-APOBEC3F blk	D2 potentiator	Vif-A3G inh	D1 ag	D1 antag	RXFP1 ag	LDHA block	D1 PAM
Cc1cc(OCC(=O)NCC(c2ccc(F)cc2)N2CCOCC2)ccc1Cl (stereo not given)	-1.5%	-6.5%	-5.1	-5.3%	7.8	5.0	-0.8%	-1.2	0.3
CCN(CC)S(=O)(=O)c1ccc2c3c(cccc13)C(=O)N2	-3.2%	-1.0%	-1.9	1.7%	2.1	-8.2	3.6%	-8.1	2.6
Cc1ccnc(NS(=O)(=O)c2cc(-c3cc(C)no3)ccc2C)c1	-0.8%	-0.6%	-0.4	-0.9%	0.5	15.9	2.1%	-11.9	-4.7
O=C(Oc1ccc(-c2nnco2)cc1)c1ccc(F)c(S(=O)(=O)N2CCOCC2)c1	1.0%	6.2%	9.7	-0.1%	3.2	-1.3	0.5%	-2.6	5.3
N#Cc1cccc(NC(=O)COc2ccc(-n3ccnc3)cc2)c1	-3.8%	-0.4%	-1.2	8.8%	14.7	-28.4	0.4%	-7.9	-4.5
CCC1CCCCN1c1ccc([N+](=O)[O-])cc1/C=N/NC(=O)Cn1c2ccccc2c(=O)c2ccccc21 (stereo not given)	-3.3%	-4.0%	17.0	-3.1%	1.5	·	0.2%	-6.3	-0.1
COC(=O)c1ccc(N2CCOCC2)c(F)c1	-0.1%	-1.0%	-3.2	0.7%	1.4	-20.5	-0.4%	-1.6	-5.2
Cc1ccccc1NC(=O)CN(C)S(=O)(=O)c1cccs1	5.0%	9.9%	0.1	1.3%	6.4	-7.7	-0.1%	-11.8	-13.6
O=C(Nc1ccc2c(c1)OCO2)Nc1ccc2c(c1)OCO2	-1.9%	-4.2%	-4.4	-2.2%	9.8	2.5	2.8%	5.9	3.5
COc1ccc(OC)c(C(=O)NC(CC(N)=O)c2ccc(NCCN3CCCC3)c([N+](=O)[O-])c2)c1 (stereo not given)	-0.7%	-3.4%	5.3	-3.4%	0.4	3.7	-1.9%	0.0	2.8
CN1CCN(CCCNC(=O)c2ccc(NC(=O)C3=CSCCO3)cc2)CC1	-5.8%	-12.7%	-5.2	5.4%	-0.5	36.1	0.2%	-2.5	-4.8
CC(C)Oc1ccc(C(CC(=O)NCc2ccco2)c2ccccc2)cc1 (stereo not given)	0.8%	1.2%	-7.8	-1.2%	2.7	-5.8	3.0%	-3.3	0.1
Clc1ccc2nc(N3CCCCC3)sc2c1	-2.9%	16.4%	-5.5	-0.1%	2.0	7.6	0.1%	-2.6	-8.3
CC(C)C(=O)NCC(c1ccc2c(c1)OCO2)N1CCN(c2ccccc2F)CC1 (stereo not given)	-5.7%	5.0%	-17.0	4.5%	2.2	15.8	-0.4%	-5.0	-2.6
FC(F)Oc1ccc(NC(=S)NCc2ccccc2)cc1	3.1%	-0.5%	-6.9	1.6%	14.8	-27.6	2.6%	-10.7	-8.0
O=C(Cc1cccs1)N1CCN(S(=O)(=O)c2ccc(Br)cc2)CC1	-4.8%	2.3%	·	1.2%	5.5	-27.9	4.3%	-6.2	-14.8
CC1CCCCN1C(=O)COc1ccc(F)cc1 (stereo not given)	1.6%	-1.5%	2.0	1.0%	2.9	-2.2	-1.7%	0.5	-0.3
CCOC(=O)c1c(NC(=O)CSc2nnc(C)c(=O)[nH]2)sc(C)c1C	·	·	0.9	·	6.4	9.0	6.6%	·	1.1
C=CCN(c1ccc(C(=O)Nc2ccc(C)cc2)cc1)S(C)(=O)=O	-1.1%	-11.1%	-12.4	1.7%	3.3	16.6	2.6%	-13.1	-6.0
O=C(C1COc2ccccc2O1)N1CCN(c2ccccc2O)CC1 (stereo not given)	-2.3%	-1.8%	2.5	1.8%	5.3	6.1	-0.3%	0.5	-4.2

As entered above.
Entry for `FC(F)Oc1ccc(NC(=S)NCc2ccccc2)cc1` under RXFP1 ag: 2.6%
Entry for `C=CCN(c1ccc(C(=O)Nc2ccc(C)cc2)cc1)S(C)(=O)=O` under D1 antag: 16.6
Entry for `Cc1cc(OCC(=O)NCC(c2ccc(F)cc2)N2CCOCC2)ccc1Cl` (stereo not given) under LDHA block: -1.2
Entry for `COc1ccc(OC)c(C(=O)NC(CC(N)=O)c2ccc(NCCN3CCCC3)c([N+](=O)[O-])c2)c1` (stereo not given) under GRP78 ERSR act: -0.7%
Entry for `CC(C)C(=O)NCC(c1ccc2c(c1)OCO2)N1CCN(c2ccccc2F)CC1` (stereo not given) under D1 PAM: -2.6
Entry for `Clc1ccc2nc(N3CCCCC3)sc2c1` under D1 antag: 7.6

(next part)
SMILES	GRP78 ERSR act	Vif-APOBEC3F blk	D2 potentiator	Vif-A3G inh	D1 ag	D1 antag	RXFP1 ag	LDHA block	D1 PAM
Fc1ccc(C2=CSC3=NCCN23)cc1	-0.4%	0.8%	-5.1	0.2%	2.3	4.1	0.5%	-10.6	-5.7
O=C(Oc1ccc(-c2cnc3ccccc3n2)cc1)c1cccc([N+](=O)[O-])c1	0.8%	·	6.0	2.4%	0.7	4.9	0.7%	-3.9	-4.7
NC(=NC(=O)c1ccccc1)N1N=CCC1c1ccccc1 (stereo not given)	0.0%	0.2%	1.3	0.3%	-0.9	-0.1	0.3%	-2.0	-2.2
COc1ccc(CNC(=O)C2CC(=O)N(c3ccc(OCC(=O)N4C(C)CCCC4C)cc3)C2)cc1 (stereo not given)	-2.6%	-6.7%	-1.6	1.9%	1.6	9.8	-0.5%	-2.8	1.6
